LEDGF integ inh = blockers of LEDGF/p75-dependent integrase strand transfer – biochemical, TR-FRET, high throughput, primary screen; HIV-1 integrase (with human LEDGF/p75); TR-FRET IN-LEDGF/p75 DNA integration, Eu/Cy5; inhibition, % at 3.7 µM; actives 0.64% (n = 370,000); AID 743269, 2014;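 active = inhibition above the screen-wide mean plus 3 SD, cut at about 13% in these data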;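 also: signal is the Cy5 over europium emission ratio at 671 and 618 nm; 0% = plate median of compound wells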
ADAM17 inh = ADAM17 inhibitors, primary screen, biochemical, QFRET | AID 720648, 2013 | recombinant ADAM17, EDANS/DABCYL FRET peptide cleavage | actives 0.83% (n = 370,000) | inhibition, % at 6.95 µM;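 active = inhibition above the mean of compounds lying between control limits plus 3 SD, set per campaign, cut at about 8.5% in these data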;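 also: 0% = DMSO-only wells as the low control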
proKLK7 act = proKLK7 zymogen activators, primary screen, biochemical, fluorescence intensity | Kallikrein-7 (Homo sapiens), P49862 | actives 0.9% (n = 370,000) | activation, % at 7 µM | AID 652039, 2013 | purified proKLK7, EDANS-DABCYL substrate fluorescence; 100% is mature enzyme control, 0% vehicle;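 active = activation above the mean of all tested compounds plus 3 SD, computed per campaign excluding outliers beyond control limits, cut at about 13% in these data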
Target sequence (P49862 whole entry, looked up): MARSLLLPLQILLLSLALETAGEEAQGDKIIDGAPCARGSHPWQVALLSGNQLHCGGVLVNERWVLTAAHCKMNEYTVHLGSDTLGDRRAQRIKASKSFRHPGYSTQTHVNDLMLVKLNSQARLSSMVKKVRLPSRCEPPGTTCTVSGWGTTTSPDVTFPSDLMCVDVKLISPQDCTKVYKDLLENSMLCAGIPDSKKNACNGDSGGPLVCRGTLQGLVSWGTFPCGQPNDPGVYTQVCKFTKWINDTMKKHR
ASAP1 GAP inh = inhibitors of human ASAP1 ArfGAP activity, primary screen, biochemical, fluorescence polarization | Arf-GAP with SH3 domain, ANK repeat and PH domain-containing protein 1 (Homo sapiens), … | actives 0.19% (n = 360,000) | ASAP1-stimulated ARF1 GTP hydrolysis, GDP FP detection | inhibition, % at 16.5 µM; in the data active = inhibition above about 25%;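 also: 0% = vehicle with enzyme and substrate and 100% = no enzyme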
Target sequence (Q9ULH1 325-724 limits assumed): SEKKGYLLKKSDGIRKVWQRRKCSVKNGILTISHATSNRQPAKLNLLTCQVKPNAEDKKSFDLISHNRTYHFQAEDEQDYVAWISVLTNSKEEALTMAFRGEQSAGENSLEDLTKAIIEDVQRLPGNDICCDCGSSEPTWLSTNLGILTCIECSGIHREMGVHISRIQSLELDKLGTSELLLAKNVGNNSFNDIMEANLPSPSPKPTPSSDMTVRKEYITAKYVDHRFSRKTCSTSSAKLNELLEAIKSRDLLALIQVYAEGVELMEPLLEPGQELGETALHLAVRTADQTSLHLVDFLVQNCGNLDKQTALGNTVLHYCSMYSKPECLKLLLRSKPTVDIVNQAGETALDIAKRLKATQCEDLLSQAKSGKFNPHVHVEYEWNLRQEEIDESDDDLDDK
Tn7 DDE FP = inhibitors of Tn7 peptide binding to fibrin DD(E), primary screen, biochemical, fluorescence polarization, human fibrin, Tn7 probe. Fibrinogen beta chain (Homo sapiens), P02675. FP displacement of FITC-Tn7 peptide from fibrin DD(E); 0% = median of compound wells per plate. inhibition, % at 8.3 µM. actives 0.13% (n = 370,000);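 active = inhibition above the mean of compounds falling within the control limits plus 3 SD of them, cut at about 14% in these data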;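 also: 0% = plate median of compound wells and 100% = 10 µM Aha-Tn7 peptide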
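Also added: labelled Tn7 tracer, 0.1 µM; Assay system: human fibrin DD(E) protein; Amount: 2 µM fibrin DD(E); Schedule: 10 min compound pre-incubation, 3 h probe incubation at room temperature; Repeats: one replicate per compound; Read-out basis: percent inhibition; Measured by: fluorescence polarization of the labelled Tn7 tracer.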
ADAM10 inh = human ADAM10 inhibitors, primary screen, biochemical, QFRET, HTS | AID 720582, 2013 | recombinant ADAM10, EDANS/DABCYL FRET peptide cleavage, 3 h | inhibition, % at 7 µM | actives 0.62% (n = 370,000) | Disintegrin and metalloproteinase domain-containing protein 10 (Homo sapiens), O14672;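 active = inhibition above a per-campaign cutoff equal to the mean of compounds falling between control-based bounds plus 3 SD, cut at about 20% in these data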;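 also: 0% = DMSO wells while the 100% control is not disclosed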
TDP2 inh = human TDP2 enzyme inhibitors, primary screen, biochemical, epi absorbance, recombinant enzyme | Tyrosyl-DNA phosphodiesterase 2 (Homo sapiens), O95551 | T5PNP hydrolysis, p-nitrophenol absorbance 415 nm | inhibition, % at 12.8 µM | actives 0.34% (n = 370,000);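 active = inhibition above the mean of all tested compounds plus 3 SD, set per campaign, cut at about 25% in these data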;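 also: 0% = DMSO with enzyme and 100% = buffer with substrate but no TDP2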
Target sequence (O95551 whole entry, looked up): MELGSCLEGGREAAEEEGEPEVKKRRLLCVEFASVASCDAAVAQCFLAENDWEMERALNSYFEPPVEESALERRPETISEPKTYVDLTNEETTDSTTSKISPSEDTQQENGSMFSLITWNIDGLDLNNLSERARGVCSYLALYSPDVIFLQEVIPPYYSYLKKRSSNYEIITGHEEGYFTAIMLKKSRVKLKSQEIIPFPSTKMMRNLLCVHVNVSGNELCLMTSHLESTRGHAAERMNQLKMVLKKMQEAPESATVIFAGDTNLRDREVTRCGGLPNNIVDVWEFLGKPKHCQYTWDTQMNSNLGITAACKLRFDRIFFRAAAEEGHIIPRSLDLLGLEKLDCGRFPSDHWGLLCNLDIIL
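System: recombinant human TDP2 / Amount: 120 nM TDP2 per well / Also added: 5 mM T5PNP chromogenic substrate / Doses: 12.8 µM single point, 1% DMSO / Incubation: 2 h at 37 °C / Detection: p-Nitrophenol epi absorbance / Evaluation: % inhibition relative to enzyme-containing and enzyme-free wells / Repeats: singlicate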
ARFGAP1 inhibitor = inhibitors of rat ARFGAP1 GAP activity, primary screen, biochemical, fluorescence polarization, GDP tracer | ADP-ribosylation factor GTPase-activating protein 1 (Rattus norvegicus), Q62848 | Arfgap1-stimulated ARF1 GTP hydrolysis, GDP FP detection | inhibition, % at 16.5 µM | actives 0.26% (n = 360,000);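 active = inhibition above a per-plate limit, mean inhibition of low control wells plus 3 SD, cut at about 25% in these data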;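 also: 0% = DMSO wells with enzyme and 100% = wells lacking Arfgap1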
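Material – truncated rat Arfgap1 GAP domain · Buffer or medium – HEPES-based buffer, pH 7.5 · Reagent – human ARF1(Δ1-17)-GTP substrate · Dosing – 16.5 µM single point, 1.26% DMSO · Schedule – GTP hydrolysis reaction 2 h at 25 °C · Technique – GDP detection by fluorescence polarization · Benchmarks – No-Arfgap1 wells (100%) versus DMSO full-reaction wells (0%) · Repeats – single replicate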
Tn6 DDE FP = inhibitors of Tn6 peptide binding to fibrin DD(E), primary screen, biochemical, fluorescence polarization, human fibrin, Tn6 probe; Fibrin DD(E) TRITC-Tn6 fluorescence polarization displacement; inhibition, % at 8.3 µM; actives 0.21% (n = 370,000); AID 720509, 2013;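 active = inhibition above a per-campaign cutoff: mean of compounds within control limits plus 3 SD, cut at about 15% in these data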;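 also: 0% = median of all compound wells on the plate and 100% = blocking peptide control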
PLC-gamma1 inh = PLC-gamma1 enzyme inhibitors, primary screen, biochemical, fluorescence, purified enzyme | 1-phosphatidylinositol 4,5-bisphosphate phosphodiesterase gamma-1 (Homo sapiens), P19174 | fluorogenic substrate | inhibition, % at 12.2 µM | actives 0.84% (n = 370,000); in the data active = inhibition above about 9.5%
Starred values were filed as active, the others as inactive; · = not tested or not shown.

#1 O=C(CNC1CCN(Cc2ccccc2)CC1)Nc1ccc(S(=O)(=O)N2CCCCC2)cc1
#2 Cc1cc(O)ccc1NC(=O)CCN1C(=O)c2ccc([N+](=O)[O-])cc2C1=O
#3 CCOC(=O)C1=C(C)N(CCCC(=O)O)C(=O)NC1C(CC)CC (configuration not stated)
#4 Cc1ccc(F)cc1C(=O)N1CCCCC1c1cc(C(=O)NCc2ccccc2)no1 (configuration not stated)
#5 CO[C@@]1(NC(=O)Cc2cccs2)C(=O)N2C(C(=O)O)=C(COC(N)=O)CS[C@@H]21
#6 CCOC(=O)N1CCN(Cc2cc(=O)oc3cc4c(cc23)CCC4)CC1
#7 O=C(NCCNC(=O)c1cc(OCC(F)(F)F)ccc1OCC(F)(F)F)Nc1ccc(Cl)cc1
#8 CC(C)OCCCNC(=O)c1ccncc1
#9 O=C(CCNC(=O)c1ccc([N+](=O)[O-])cc1)NC1CCCc2ccccc21 (configuration not stated)
#10 O=C(CSc1nc2nc(-c3cccs3)cc(C(F)(F)F)c2c(=O)[nH]1)Nc1ccc(F)c(F)c1

entry no.,1,2,3,4,5,6,7,8,9,10
LEDGF integ inh,0,3,1,1,0,-4,2,-2,-3,2
ADAM17 inh,-4,1,1,-1,-5,-5,2,-7,-3,-113
proKLK7 act,-0.2,-0.2,-0.2,0.4,0.8,0.2,-0.1,-0.1,-0.2,3.6
ASAP1 GAP inh,3,-8,6,7,-4,-8,-3,-7,-4,1
Tn7 DDE FP,12,-8,-5,-12,3,-8,-4,-5,3,-2
ADAM10 inh,3,-3,6,-3,-10,-35,7,-1,-7,-350
TDP2 inh,1,-11,-13,4,3,-10,-11,5,1,2
ARFGAP1 inhibitor,2,3,-1,5,2,-7,22,9,0,-6
Tn6 DDE FP,10,4,6,0,-2,7,-2,3,-1,-3
PLC-gamma1 inh,2,3,-1,0,-8,-5,4,3,-3,-47

#11 Cc1cc(/C=C2\SC(=Nc3ccc(N4CCOCC4)cc3)N(C)C2=O)c(C)n1-c1cccnc1
#12 Cc1ccc2c(c1)sc(-c1ccc(N(C)C)cc1)[n+]2C
#13 CC1Cc2ccccc2N1Cc1cc(=O)n2ccsc2n1 (configuration not stated)
#14 CSc1ccccc1NC(=O)CN(C)C(=O)CCc1c[nH]c2ccccc12
#15 O=C(/C=C/c1ccccc1)Nc1cccc(C(=O)NCCc2ccccc2)c1
#16 O=C(/C=C/c1ccc(Cl)cc1)OCC(=O)c1ccc[nH]1
#17 CCCN1CCCCC(NC(=O)c2ccc(Cl)cc2Cl)C1=O (configuration not stated)
#18 CCn1cc(C(=O)N2CCN(c3ccc(OC)cc3)CC2)c(=O)c2cc(S(=O)(=O)N3CCOCC3)ccc21
#19 O=C(c1ccco1)N1CCN(C(=O)c2ccc(COc3ccc(Cl)cc3Cl)o2)CC1
#20 Cc1cc(C(=O)N2CCN(c3ncccn3)CC2)nn1C

entry no.,11,12,13,14,15,16,17,18,19,20
LEDGF integ inh,1,-5,5,-5,1,-4,0,-2,-3,2
ADAM17 inh,-2,-22,-11,0,-1,-2,-3,-1,1,-1
proKLK7 act,0.4,0.0,-6.0,0.3,-0.2,-0.2,1.0,0.4,0.6,-0.8
ASAP1 GAP inh,6,2,18,-3,4,-2,8,-4,4,4
Tn7 DDE FP,2,2,0,1,0,-1,-6,6,8,1
ADAM10 inh,10,-59,-27,1,11,-7,-2,8,-1,1
TDP2 inh,7,2,14,-11,-11,-5,3,-1,-4,-4
ARFGAP1 inhibitor,-7,6,12,22,-4,-1,-5,10,3,8
Tn6 DDE FP,1,-6,-5,0,-3,-7,0,2,8,6
PLC-gamma1 inh,0,-19,-79,3,5,-2,0,0,2,1

#21 COc1cccc(NC(=O)CN(C)C(=O)c2cc(S(=O)(=O)N3CCCCC3)ccc2Cl)c1
#22 O=C(C[n+]1ccc(-c2nnc3n2CCC3)cc1)c1ccc(Cl)c(Cl)c1
#23 COc1cccc(-c2noc(CCCC(=O)N3CCOCC3)n2)c1
#24 Cc1ccc(NC(=O)CSc2nnc(NC(=O)c3ccc(S(=O)(=O)N4CCOCC4)cc3)s2)cc1
#25 CN(c1ccccc1C(=O)Nc1cccc(C(F)(F)F)c1)S(C)(=O)=O
#26 CCNC(=O)Nc1ccc(S(=O)(=O)Nc2cnc(C)nc2C)cc1
#27 O=C(CSc1nnc(-c2ccc(Cl)cc2)n1C1CCCCC1)NN=Cc1c(O)ccc2ccccc12
#28 CC(C)(C)Nc1nc(Cl)nc(NCc2ccccc2)n1
#29 O=C(CCNC(=O)C1CCN(S(=O)(=O)c2ccccc2)CC1)NCc1ccncc1
#30 C#CCOC(=O)Nc1ccc(=O)n(Cc2c(Cl)cccc2Cl)c1

entry no.,21,22,23,24,25,26,27,28,29,30
LEDGF integ inh,2,-1,-4,3,-4,-2,-1,-2,0,-1
ADAM17 inh,2,-13,-3,-1,-3,-2,1,1,-5,-25
proKLK7 act,-0.2,-1.3,0.1,0.5,0.5,-0.2,-2.8,-1.0,-0.1,0.6
ASAP1 GAP inh,-7,-1,3,-7,11,6,·,1,8,-12
Tn7 DDE FP,-4,3,5,5,-2,0,-8,2,-2,5
ADAM10 inh,0,-46,-3,5,-6,-1,-5,0,-9,-86
TDP2 inh,6,6,2,1,-15,-4,-2,3,6,-8
ARFGAP1 inhibitor,-3,3,5,-2,9,3,·,-1,12,6
Tn6 DDE FP,0,0,1,-4,-7,-1,-1,8,-2,0
PLC-gamma1 inh,0,-19,0,2,7,-2,-3,0,0,-18

Eight structures out of the list, arranged by molar mass, high to low.
#18 CCn1cc(C(=O)N2CCN(c3ccc(OC)cc3)CC2)c(=O)c2cc(S(=O)(=O)N3CCOCC3)ccc21
#24 Cc1ccc(NC(=O)CSc2nnc(NC(=O)c3ccc(S(=O)(=O)N4CCOCC4)cc3)s2)cc1
#21 COc1cccc(NC(=O)CN(C)C(=O)c2cc(S(=O)(=O)N3CCCCC3)ccc2Cl)c1
#29 O=C(CCNC(=O)C1CCN(S(=O)(=O)c2ccccc2)CC1)NCc1ccncc1
#22 O=C(C[n+]1ccc(-c2nnc3n2CCC3)cc1)c1ccc(Cl)c(Cl)c1
#15 O=C(/C=C/c1ccccc1)Nc1cccc(C(=O)NCCc2ccccc2)c1
#6 CCOC(=O)N1CCN(Cc2cc(=O)oc3cc4c(cc23)CCC4)CC1
#20 Cc1cc(C(=O)N2CCN(c3ncccn3)CC2)nn1C

entry no.,18,24,21,29,22,15,6,20
LEDGF integ inh,-2,3,2,0,-1,1,-4,2
ADAM17 inh,-1,-1,2,-5,-13,-1,-5,-1
proKLK7 act,0.4,0.5,-0.2,-0.1,-1.3,-0.2,0.2,-0.8
ASAP1 GAP inh,-4,-7,-7,8,-1,4,-8,4
Tn7 DDE FP,6,5,-4,-2,3,0,-8,1
ADAM10 inh,8,5,0,-9,-46,11,-35,1
TDP2 inh,-1,1,6,6,6,-11,-10,-4
ARFGAP1 inhibitor,10,-2,-3,12,3,-4,-7,8
Tn6 DDE FP,2,-4,0,-2,0,-3,7,6
PLC-gamma1 inh,0,2,0,0,-19,5,-5,1

Other records.
#31 Cc1ccc2[nH]c3c(c2c1)CCCC3NCCO (configuration not stated)
#32 COc1ccc(CNC(=O)CN2CCN(S(=O)(=O)c3ccccc3)CC2)cc1
#33 COCCCN1C(=O)C(CC(=O)NCC2CCCCC2)CC(C(=O)N2CCOCC2)=C1C (configuration not stated)
#34 COc1ccccc1NC(=O)CCn1c(=O)c2cccn2c2ccccc21
#35 O=C1C2=C(SCCS2)C(=O)N1CCCO
#36 O=C(N/N=C/c1cccnc1)c1cccc(S(=O)(=O)Nc2cccc(Cl)c2)c1
#37 COc1ccc(CCNC(=O)c2ccc(OCC(=O)N3CCOCC3)c(OC)c2)cc1
#38 CCC(COC)NC(=O)CCc1nnc(Cc2cccc(C(F)(F)F)c2)o1 (configuration not stated)
#39 Cc1nc(-c2nc(-c3c(C(=O)NNC(=O)Nc4cccc(Cl)c4)noc3C)cs2)cs1
#40 CC(=O)N1CCN(C(=O)CNC(=O)c2ccc(Br)o2)CC1
#41 CCOc1c(Br)cc(CNc2ccc(N3CCN(C(C)=O)CC3)cc2)cc1OC
#42 COc1ccc(NC(=O)CSCC(=O)N(C)CC(=O)Nc2cccc3ccccc23)cc1
#43 CSc1ccc(/C=N/NC(=O)c2ccc(C)c(C)c2)cc1

entry no.,31,32,33,34,35,36,37,38,39,40,41,42,43
LEDGF integ inh,-6,0,-2,-8,2,-7,1,-1,-1,-7,4,0,-3
ADAM17 inh,-5,-4,-6,-4,1,-5,-3,1,2,-5,-7,2,-13
proKLK7 act,0.3,0.3,-0.1,0.3,0.2,-0.4,0.4,0.1,-0.1,-0.2,-0.1,0.7,-0.6
ASAP1 GAP inh,-6,6,-4,12,-2,-5,4,8,-3,1,-6,-5,-1
Tn7 DDE FP,5,-7,1,-1,10,-6,-2,3,9,5,1,9,-6
ADAM10 inh,-3,-16,-13,-4,2,-3,-12,7,7,-5,-18,8,-35
TDP2 inh,0,0,2,-9,1,-2,0,-7,-13,-1,10,3,-1
ARFGAP1 inhibitor,1,4,7,4,-1,0,-11,10,-15,1,-3,4,3
Tn6 DDE FP,1,-1,-17,5,11,-2,-4,0,-7,-2,0,8,-8
PLC-gamma1 inh,-9,4,0,-1,1,-3,1,0,-1,0,-37,0,-39

From PubChem
